Assay outcomes deposited in PubChem by National Center for Advancing Translational Sciences (NCATS).
Lipid storage S3 – qHTS Assay for Lipid Storage Modulators in Drosophila S3 Cells. Drosophila S3 cells, BODIPY lipid droplet fluorescence, 18-24 h; cells fed with added oleic acid. Potency in µM for hits, for the others lipid storage change, negative = inhibition, % at the top dose, mostly 46.1 µM. 0.64% of 320,000 active. AID 2685; active means well fitted inhibition curve with a large enough effect in the signal ratio, with a control signal flat, not every such curve was filed as active; inconclusive means small, poorly fitted or top-dose-only effect, or effect the other way, or a change in a side signal; the % refers to the signal ratio
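Drosophila S3 cells loaded with oleic acid (400 uM, as added) and compounds at several concentrations; lipid droplets imaged by 488-nm laser-scanning cytometry, 500–530 nm intensity and object ratio to cell channel. Percent activity normalized to 20 uM Triacsin C.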
Lipid storage S3 cell count max – also measured in Lipid storage S3; calls as there; cell number change, %; measured here: cell count max response;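 cells counted by Cell Tracker Red CMTPX staining in the red channel; peak over a dose series mostly up to 46.1 µM; percent activity relative to internal control wells on each plate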
Numbers without * were called inactive; i = inactive; u = inconclusive; x = no result given; [ ] = another dose, or the depositor's remark. On the % scale 0 is the no-effect control and ±100 the full control effect; potency means the concentration at half of the fitted maximal effect. These rows are one share of the data, so the mix of outcomes need not match the whole.

Molecule	Lipid storage S3	Lipid storage S3 cell count max
CCOC(=O)N1CCC(N2CCCC(C(=O)c3cccc(OC(C)C)c3)C2)CC1 (centres undefined)	5%	-3
Cc1cccc2c(C(=O)O)cc(-c3cccnc3)nc12	u	x
CC(CC(=O)Nc1ccc(Br)cc1F)S(=O)(=O)c1ccc2c(c1)NC(=O)CO2 (centres undefined)	16%	-9
O=C(N/N=C/c1ccc([N+](=O)[O-])cc1)c1c[nH]c2ccccc12	-10%	-10
COC(=O)c1cc(NC(=O)CN(c2cccc(OC)c2)S(=O)(=O)c2ccccc2)ccc1Cl	-9%	-14
O=C(CN1CCCC1c1cccs1)N1CCN(S(=O)(=O)c2ccccc2)CC1 (centres undefined)	u	x
Oc1ccc(/C=N/Nc2ccc3ccccc3c2)c(O)c1	16%	37
CS(=O)(=O)N(CC(=O)N1CCc2ccccc2C1)c1ccc2c(c1)OCO2	u	x

Three entries already listed, ordered by heavy-atom count, low to high.
Molecule	Lipid storage S3	Lipid storage S3 cell count max
Oc1ccc(/C=N/Nc2ccc3ccccc3c2)c(O)c1	16%	37
O=C(N/N=C/c1ccc([N+](=O)[O-])cc1)c1c[nH]c2ccccc12	-10%	-10
CS(=O)(=O)N(CC(=O)N1CCc2ccccc2C1)c1ccc2c(c1)OCO2	u	x

Next section
Molecule	Lipid storage S3	Lipid storage S3 cell count max
CC1=NN(C(=O)COc2ccccc2C)C(O)(c2ccc(Cl)cc2)C1 (centres undefined)	u	x
CCC(=O)Nc1ccc(C(=O)CSc2nc(N)cc(N)n2)cc1	8%	2
CC(=O)Nc1ccc(S(=O)(=O)C(C#N)c2nc3ccccc3nc2NCCO)cc1 (centres undefined)	-9%	-3
CC(=O)Nc1ccc(C(=O)N(C2=NC(C)CS2)c2ccc(Cl)cc2)cc1 (centres undefined)	26%	2
CN(CC(=O)Nc1ccc(F)c(F)c1)S(=O)(=O)c1cccs1	i	22
CCN(CC)c1ccc2c(-c3ccc(S(=O)(=O)O)cc3S(=O)(=O)[O-])c3ccc(=[N+](CC)CC)cc-3oc2c1	u	x
COc1ccc2c(C)cc(SCC#N)nc2c1	2%	-27
O=C(NCC(c1ccco1)N1CCN(c2ccc(F)cc2)CC1)c1cccs1 (centres undefined)	i	x
CSc1nnc(C)c(/C=C/NOCc2cccc(F)c2)n1	22%[9.22 µM]	18
CCOc1ccc(-n2c(=O)[nH]cc(C(=O)N3CCc4ccccc43)c2=O)cc1	11%	16
CCOC(=O)N1CCC(NC(=O)Cn2cc3c(n2)CCCC3)CC1	u	x
Nc1ccccc1C(=O)N(Cc1ccccc1)Cc1ccccc1	i	x
COc1ccc(C(=O)n2cnc3ccccc32)cc1[N+](=O)[O-]	u	x
CCN(CC(=O)NCc1cccs1)c1ccc(S(=O)(=O)N2CCCC2)cn1	u	x
CCc1nnc(NS(=O)(=O)c2ccc(NC(=O)c3ccc(S(=O)(=O)N(CC)CC)cc3)cc2)s1	i	27
CC1Cc2ccccc2N1C(=O)C1CCN(S(=O)(=O)c2cccs2)CC1 (centres undefined)	u	x
N#Cc1c(-c2ccccc2)ccn(Cc2ccc(Cl)cc2)c1=O	-3%	-9
COc1cccc(CCC(=O)N2CCC(n3nccc3NC(=O)CC(C)C)CC2)c1	-12%	x
COc1ccc(N2C3=C(CC4=C2CCCC4=O)C(=O)CCC3)cc1	1%	-14
COc1ccc2c(c1)C(C)CC(C)(C)N2C(=O)Nc1ccccc1 (centres undefined)	i	15
CCCCN(C)CCCNC(=O)c1cc(=O)[nH]c2ccc(S(=O)(=O)N3CCCCC3C)cc12 (centres undefined)	1%	1
CCOc1ccc(OCCN2C(=O)NC(Cc3c[nH]c4ccccc34)C2=O)cc1 (centres undefined)	u	x
O=C(CN(Cc1ccccc1)S(=O)(=O)c1ccccc1)N/N=C/c1ccc([N+](=O)[O-])cc1	13%	-5
COc1ccc(C(=S)N2CCCCC2)cc1Br	u	x
O=C(c1sc2ccccc2c1Cl)N1CCN(c2ccccc2F)CC1	17%	13
COc1ccc(CCNC(=O)CSc2ccc3ccccc3c2)cc1OC	u	x
O=C(/C=C/c1cccnc1)c1ccc(O)cc1	u	x
CS(=O)(=O)N(Cc1ccccc1Cl)c1ccc(C(=O)NCc2ccccn2)cc1	6%	16
Cc1ccc(C(=O)c2c3ccc([N+](=O)[O-])cc3[n+]([O-])n2CCCC(N)=O)cc1	u	x
COCCN(C(=O)c1csnn1)C(C(=O)NC1CCCCC1)c1sccc1C (centres undefined)	0%	17
COc1cc(C(=O)Nc2ccc(N3CCN(C(=O)c4ccc(C)cc4)CC3)cc2)cc(OC)c1OC	i	-15
CN(c1ccccc1)S(=O)(=O)c1cccc(NC(=O)c2ccncc2)c1	-24%	0
CCOC(=O)C1CCCN(C(=O)CCNS(=O)(=O)c2ccc3c(c2)CCC(=O)N3)C1 (centres undefined)	12%	0
COC(=O)c1nc(NC(=O)c2ccccc2Br)n[nH]1	u	x
O=S(=O)(Cc1ccccc1)N1CCN(Cc2ccc3c(c2)OCO3)CC1	u	x
NC(=O)CSc1nc(N)c2c3c(sc2n1)CCCCC3	13%	-17
CSc1ncccc1C(=O)OCC(=O)NC(N)=O	i	22
COc1cccc(OC)c1CNC(=O)CCSCc1ccccc1F	-2%	-13
CCN(CC)C(=O)CSc1nc(N)c(C(=O)Nc2ccc(OC)cc2)s1	25%	x
Cc1cccc2nc(-c3cccc(NC(=O)Cc4ccccc4)c3)cn12	u	x
CCC(C)c1ccccc1N1CC(C(=O)N2CCN(C(=O)c3ccco3)CC2)CC1=O (centres undefined)	3%	-12
CCOC(=O)c1cnc(-n2[nH]c(C)cc2=O)[nH]c1=O	u	x
Nc1cc(Oc2ccc(F)cc2F)cc([N+](=O)[O-])c1	u	x
CCc1nnc(NC(=O)CSc2nnc(C3CC3)n2C)s1	-5%	13
Cc1ccccc1C(=O)N1CCN(c2ccc(NC(=O)Cc3ccccc3)cc2)CC1	u	x
COc1ccc(OC)c(CN2C(=O)c3ccccc3C2C(=O)NCC2CCCO2)c1 (centres undefined)	9%	10
COc1c(Cl)cnn(-c2cccc(C)c2)c1=O	u	x
O=C(NCc1ccccc1Cl)c1ccc(S(=O)(=O)Nc2cccc(C(F)(F)F)c2)cc1	u	x
CC(C)CCN1CCN(Cc2ccc(Sc3nncn3C)o2)CC1CCO (centres undefined)	-3%	x
CCOC(=O)COn1c(=O)c[n+]([O-])c2ccccc21	u	x
NS(=O)(=O)c1ccc(O)c(NC(=O)c2ccc([N+](=O)[O-])o2)c1	u	x
COc1ccc(/C=N/NC(=O)c2ccc(N(C)S(=O)(=O)c3ccccc3)cc2)cc1	-7%	-21
COc1ccc(NC(=S)N2CCC(N(C)CCN3CCOCC3)CC2)cc1Cl	3%	-3
COc1ccc(NC(=O)C(CC(=O)O)Cc2ccc(C)cc2)cc1 (centres undefined)	17%	16
Cc1nc(C(Cl)(Cl)Cl)nc2[nH]ccc(=O)c12	22%[9.22 µM]	7
COc1ccc(CC(=O)NCCS(=O)(=O)N2CCN(c3ccccc3)CC2)cc1	26%	x

New compounds follow
Molecule	Lipid storage S3	Lipid storage S3 cell count max
CCOC(=O)C(C)Sc1nnc(CSc2nc3nc(C)cc(C)n3n2)o1 (centres undefined)	3%	-2
Cc1cc(/C=N/NC(=O)c2cccnc2)c(C)n1CC(C)C	1%	13
Nc1cc(=O)[nH]c(SCC(=O)Nc2ccc(S(=O)(=O)N3CCOCC3)cc2)n1	17%	9
Cc1cc(C)c2c(=O)[nH]c(SCC(=O)Nc3ccc(Br)cc3)nc2n1	11%	1
CCN(CC)CCCN(Cc1cc2cc(OC)ccc2[nH]c1=O)C(=O)Nc1ccccc1	u	x
O=C(Cn1cc(C(F)(F)F)ccc1=O)Nc1cccc(S(=O)(=O)N2CCOCC2)c1	5%	4
Cc1ccc(CC(=O)Nc2ccc(S(=O)(=O)Nc3nccc(C)n3)cc2)cc1	u	x
Cc1cc(O)c(C(C)C)cc1N=Nc1ccccc1C(=O)O	1%	1
O=C(N/N=C/c1c(Cl)cccc1Cl)c1cccc(F)c1	1%	-16
CN(c1ccccc1)S(=O)(=O)c1cccc(NC(=O)Cc2ccc(Cl)cc2)c1	u	x
CC(=O)N1CCC(N(CCN2CCOCC2)C(=S)Nc2cc(C)cc(C)c2)CC1	u	x
CC(=O)Nc1ccc(N=Nc2c(C)[nH]n(C(N)=S)c2=O)cc1	u	x
Cc1occc1-c1nnc(SCc2nc3ccccc3c(=O)n2CC#N)n1C	25%	2
O=C(/C=C/c1ccc(S(=O)(=O)N2CCOCC2)cc1)NC(=S)Nc1ccc(Cl)cc1Cl	u	x
CC1(C)C2CCC1(C)C(OCCNCCOC(=O)Nc1ccccc1)C2 (centres undefined)	u	x
CCCC1CC(CSc2ncn[nH]2)OC1=O (centres undefined)	u	x
CCn1c(CCNC(=O)c2ccc(Cl)cc2)n[nH]c1=S	1.8µM*	25*
COc1ccc(OC)c(C(=O)COC(=O)c2cc(C)oc2C)c1	4%	2
CC(C)(C)NCC(=O)c1c[nH]c2ccccc12	u	x
CC(C(=O)N(C)CC(=O)Nc1ccccc1C(F)(F)F)N1C(=O)c2ccccc2C1=O (centres undefined)	u	x
Cc1nc(NCc2cccnc2)c2c3c(sc2n1)CC(C)CC3 (centres undefined)	u	x
CCC1(c2ccccc2)NC(=S)N(c2ccc(C)cc2)N1 (centres undefined)	3%	x
COc1c(O)ccc2c1CN1CCc3cc4c(cc3C1C2)OCO4 (centres undefined)	u	x
COc1ccc(OCC(=O)Nc2cccc(OC)c2)cc1	i	8
Cc1cc(C)n2nc(C(=O)Nc3ccc4c(c3)CCC4)nc2n1	u	x
CCOC(=O)c1[nH]c(C)c(C(=O)c2ccc(C)cc2)c1C	u	x
Cc1nc(CCNC(=O)Cc2ccc(F)cc2)cs1	7%	2
CN(CCCNC(=O)C1CCCN(S(=O)(=O)c2cnc[nH]2)C1)c1ccccc1 (centres undefined)	1%[9.22 µM]	6
O=c1ccc(-c2nc3cc(Cl)ccc3n2Cc2ccccc2)c[nH]1	u	x
COC(=O)[C@@]1(Cc2ccc(OC)cc2)[C@H]2c3cc(C(=O)N(C)C)n(CCSCCO)c3C[C@H]2CN1C(=O)c1ccccc1	u	x
CSc1nnc(CNS(=O)(=O)c2ccc(F)cc2)n1C	u	x
COc1ccc2c(c1)c1ncnc(N3CCN(Cc4ccc5c(c4)OCO5)CC3)c1n2C	u	x

Of the compounds above, these have a cyano group:
Molecule	Lipid storage S3	Lipid storage S3 cell count max
CC(=O)Nc1ccc(S(=O)(=O)C(C#N)c2nc3ccccc3nc2NCCO)cc1 (centres undefined)	-9%	-3
COc1ccc2c(C)cc(SCC#N)nc2c1	2%	-27
N#Cc1c(-c2ccccc2)ccn(Cc2ccc(Cl)cc2)c1=O	-3%	-9
Cc1occc1-c1nnc(SCc2nc3ccccc3c(=O)n2CC#N)n1C	25%	2

Other records.
Molecule	Lipid storage S3	Lipid storage S3 cell count max
CCOc1ccc(NCC(=O)N/N=C/C=C/c2ccccc2)cc1	u	x
O=C(Cc1ccc(F)cc1)NCc1cccnc1	u	x
Cn1cnc([N+](=O)[O-])c1Sc1n[nH]c(N)n1	u	x
COCCNc1ncnc2nc[nH]c12	1%	7
NS(=O)(=O)c1cccc(NC(=O)/C=C/c2cccs2)c1	u	x
C=CCSc1nsc(NC(=O)Nc2cccc(C(C)=O)c2)n1	u	x
Cc1cccc(NS(=O)(=O)c2coc(C(N)=O)c2)c1C	u	x
CC(=O)N(C)c1ccc(NC(=O)Nc2cccc3ccccc23)cc1	u	x
CCOC(=O)CC1C(=O)NCCN1S(=O)(=O)c1cccc(C(F)(F)F)c1 (centres undefined)	u	x
CC(=O)Nc1ccc(S(=O)(=O)c2c(N)n(CCN3CCOCC3)c3nc4ccccc4nc23)cc1	u	x
O=C(NCCCn1ccnc1)c1ccncc1	12%	-6
Cc1cc(C)nc(NC(=O)Nc2ccccc2C(F)(F)F)n1	u	x
CC1CCC(NC(=O)c2cccc(S(=O)(=O)N3CCN(c4ccccc4)CC3)c2)CC1 (centres undefined)	u	x
COc1cc2cc(CCCOC(=O)c3ccc4c(c3)OCO4)oc(=O)c2cc1OC	-14%	-7
Cc1ccc(C)c(S(=O)(=O)Nc2ccc(C(=O)N3CCCCC3)cc2)c1	u	x
COc1ccccc1N1CCN(C2CCCN(C(=O)c3csc(C)n3)C2)CC1 (centres undefined)	i	-6
CC(=O)Nc1ccc(NCc2cccs2)cc1	u	x
CCN(CC)c1ccc(N2C(=O)C3CCCCC3C2=O)cc1[N+](=O)[O-] (centres undefined)	-5%	1
O=C(NN=C(Cc1ccccc1)Cc1ccccc1)c1ccncc1	9%	10
COC(=O)c1cc(C(C)=O)c(C)[nH]c1=O	u	x
CC(C)(C)C1CCC2(CC1)CC(=O)c1ccccc1O2 (centres undefined)	u	x
CC(=O)C1=C(O)C(=O)N(CO)C1c1ccccc1F (centres undefined)	u	x
